Source: PubChem
TEAD-YAP inh = TEAD-YAP interaction inhibition; inhibition, % at 9.12 µM; HEK-TIYL cells, TEAD-Gal4/YAP UAS-luciferase luminescence; hit rate 1.4% among 640,000; in the data active = inhibition above about 32%;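 note: 0% = median of test compound wells and 100% = reference inhibitor wells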
FBW7 act = human FBW7 E3 ligase activation, primary screen; normalized activity (activation), % at 26.1 µM; Q969H0; AlphaScreen FBW7–phospho-cyclin E peptide binding, activator screen; hit rate 0.13% among 650,000; in the data active = normalized activity above about 1.9%;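 note: purified mutant Fbw7 with reduced substrate affinity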
MITF inh = human MITF inhibition, primary screen | AID 1259374 | inhibition, % at 2.6 µM | AlphaScreen MITF homodimerization, bead proximity signal | O75030 | hit rate 0.91% among 650,000; in the data active = inhibition above about 50%;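 note: 0% = vehicle wells with protein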
Target sequence (O75030 whole entry, looked up): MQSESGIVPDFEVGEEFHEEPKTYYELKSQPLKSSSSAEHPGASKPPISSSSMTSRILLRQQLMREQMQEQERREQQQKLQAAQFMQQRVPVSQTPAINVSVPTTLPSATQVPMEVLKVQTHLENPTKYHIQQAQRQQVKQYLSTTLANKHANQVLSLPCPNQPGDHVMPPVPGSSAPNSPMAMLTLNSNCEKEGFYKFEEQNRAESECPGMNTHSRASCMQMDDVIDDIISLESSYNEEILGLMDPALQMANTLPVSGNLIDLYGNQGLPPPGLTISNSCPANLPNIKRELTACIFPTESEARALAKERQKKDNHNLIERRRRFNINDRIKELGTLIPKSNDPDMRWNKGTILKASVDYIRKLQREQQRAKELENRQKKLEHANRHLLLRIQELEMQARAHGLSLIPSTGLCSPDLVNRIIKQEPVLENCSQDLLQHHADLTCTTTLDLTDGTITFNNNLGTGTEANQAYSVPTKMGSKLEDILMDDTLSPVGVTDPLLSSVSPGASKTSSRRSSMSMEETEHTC
GPR151 ag = activators of human GPR151; Q8TDV0; PathHunter beta-arrestin GPR151 cells, luminescence; activation, % at 11.2 µM; hit rate 1% among 650,000; in the data active = activation above about 4.9%;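 note: 0% = median of compound wells and 100% = cells with positive control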
Target sequence (Q8TDV0 whole entry, looked up): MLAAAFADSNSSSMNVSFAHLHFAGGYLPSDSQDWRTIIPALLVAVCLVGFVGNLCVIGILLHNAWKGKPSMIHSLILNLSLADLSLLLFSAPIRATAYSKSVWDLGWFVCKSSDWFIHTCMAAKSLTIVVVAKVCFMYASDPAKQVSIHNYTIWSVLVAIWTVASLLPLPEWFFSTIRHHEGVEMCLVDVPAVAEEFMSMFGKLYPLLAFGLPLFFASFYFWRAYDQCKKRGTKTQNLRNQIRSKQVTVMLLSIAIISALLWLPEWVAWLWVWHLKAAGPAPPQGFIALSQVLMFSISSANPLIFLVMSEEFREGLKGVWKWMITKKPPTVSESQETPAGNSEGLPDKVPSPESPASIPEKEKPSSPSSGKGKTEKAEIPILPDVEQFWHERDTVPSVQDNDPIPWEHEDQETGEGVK
* = called active by the depositor.

SMILES	TEAD-YAP inh	FBW7 act	MITF inh	GPR151 ag
Cc1cc(N(CC(=O)N2CCc3ccccc3C2)S(C)(=O)=O)ccc1Br	0	0.0	-2	1.0
O=C(Cn1c(O)c(C2=c3ccccc3=NC2=O)sc1=O)Nc1ccc(F)cc1	-7	-0.1	8	0.7
C=CCOC(=O)C1=C(C)NC(SC)=C(C#N)C1c1ccccc1OC (stereo unspecified)	1	-0.3	-11	-1.3
COc1ccc(C(=O)NC2(Cc3ccccc3)N=C3C=CC(C)=CN3C2=O)cc1 (stereo unspecified)	15	0.2	-6	-1.2
O=C(CN1C(=O)CCSc2ccccc21)NCCCc1ccccc1	4	0.6	9	-1.7
COc1ccc(Cl)cc1C(=O)Nc1c2c(nn1-c1ccc(F)cc1)CS(=O)(=O)C2	4	0.2	9	0.0
O=C(Nc1ccc(-c2cscn2)cc1)C1CCCN(C(=O)CCc2cnccn2)C1 (stereo unspecified)	-9	-0.2	4	-2.2
O=C(CCCN1C(=O)c2cccc3cccc(c23)C1=O)N1CCN(Cc2ccc3c(c2)OCO3)CC1	5	-0.1	-2	-0.5
CCCCOc1cccc(NC(=O)CSC2=C(C#N)C(c3ccccc3)C(C(=O)Nc3ccccc3OC)=C(C)N2)c1 (stereo unspecified)	-1	0.0	5	-0.9
O=C(Nc1ccc(F)c(Cl)c1)c1ccc(=O)[nH]n1	-14	-0.1	6	-2.1
CSc1ccc(C=C2C(=O)OC3(CCCCC3)OC2=O)cc1	-9	-0.2	1	-1.1
CCN(CC)c1nc(Nc2ccccc2)nc(N(CC)CC)n1	5	0.1	8	-1.2
CCOc1ccc(NC(=O)C2CCN(C(=O)Nc3ccc(C)cc3)CC2)cc1	-5	0.2	24	-0.6
O=C1OC(c2cccs2)=N/C1=C\c1ccccc1	3	0.0	-15	-1.6
CC(=O)c1ccc(S(=O)(=O)N2CCC(CO)(CC3CCCCO3)CC2)cc1 (stereo unspecified)	10	0.2	13	0.1
CCOc1ccc(CNc2n[nH]c3nc(C)cc(C(F)(F)F)c23)cc1	-18	0.3	2	-0.5
COc1ccc(C2C(C(=O)NC(C)C)c3ccccc3C(=O)N2Cc2ccc(F)cc2)cc1 (stereo unspecified)	-4	0.0	10	-0.6
COC(=O)C1=C(C)N(Cc2cccnc2)C(=O)/C1=C\c1ccc(OC)cc1OC	-2	0.2	-17	-0.4
COc1ccccc1CNc1ccccc1SC	4	0.0	-17	-0.1
Cc1c(Cl)cccc1NC(=O)/C(=C/c1cccc([N+](=O)[O-])c1)NC(=O)c1ccccc1Br	4	0.9	13	-1.0

Record cards, as listed above. Screens in order: TEAD-YAP inh, FBW7 act, MITF inh, GPR151 ag
`Cc1cc(N(CC(=O)N2CCc3ccccc3C2)S(C)(=O)=O)ccc1Br` in the list: 0, 0.0, -2, 1.0
`CCOc1ccc(CNc2n[nH]c3nc(C)cc(C(F)(F)F)c23)cc1` in the list: -18, 0.3, 2, -0.5
`O=C(CN1C(=O)CCSc2ccccc21)NCCCc1ccccc1` in the list: 4, 0.6, 9, -1.7
`CC(=O)c1ccc(S(=O)(=O)N2CCC(CO)(CC3CCCCO3)CC2)cc1` (stereo unspecified) in the list: 10, 0.2, 13, 0.1
`CCOc1ccc(NC(=O)C2CCN(C(=O)Nc3ccc(C)cc3)CC2)cc1` in the list: -5, 0.2, 24, -0.6

Next part:
SMILES	TEAD-YAP inh	FBW7 act	MITF inh	GPR151 ag
Cn1c(/C(C#N)=C/c2ccccc2Br)nc2ccccc21	8	-0.2	10	-0.7
COc1ccc2c(c1)CC(c1nc3cc(-c4ccnc5[nH]ccc45)c(F)cc3[nH]1)CO2 (stereo unspecified)	50*	-0.1	-7	0.8
Cc1ccc(CN2CCN3C(=O)[C@H](COCc4ccccc4)NC(=O)[C@H]3C2)cc1F	0	-0.2	-5	2.3
COCC(C)NS(=O)(=O)c1ccc(NCc2ccc(Cl)cc2Cl)c([N+](=O)[O-])c1 (stereo unspecified)	8	-0.2	4	0.4
O=C(CCCN1C(=O)c2ccccc2C1=O)NNC(=O)c1ccccn1	8	-0.8	23	-1.3
Cc1ccnc(SCC(=O)N2CCN(c3ccc(N4CCOCC4)nn3)CC2)n1	3	-0.2	25	0.9
CC(C)Sc1nc2c(c(=O)n1-c1ccc(F)cc1)SCC2	-11	-0.1	2	0.9
O=C(NC1CCCCC1)C1CCC(=O)N1C1CCCCC1 (stereo unspecified)	0	0.3	6	0.6
COC(=O)c1cc(C(=O)NC2CCCCCCC2)cc([N+](=O)[O-])c1	5	0.1	-9	3.2
CCCCOc1ccc(C(=O)Nc2ccc3c4c(cccc24)C(=O)N3CC)cc1	9	0.1	3	0.7
COc1ccc(C(=O)Nc2cc(C(=O)NCCC3=CCCCC3)ccc2N2CC3CC(C2)c2cccc(=O)n2C3)cc1 (stereo unspecified)	1	-0.1	-9	0.2
Cc1noc(C)c1COc1ccc(CC(=O)NC(C)c2ccc(S(N)(=O)=O)cc2)cc1 (stereo unspecified)	6	-0.2	-3	0.9
Cc1cc(-n2c(C)cc(C=O)c2C)no1	2	0.6	23	-1.9
COC(=O)CNC(=O)c1cc2cc(Cl)ccc2oc1=O	5	-0.1	-6	-1.2
CCN(C(=O)Cn1c(=O)oc2cc(S(=O)(=O)N3CCOCC3)ccc21)c1ccccc1	-7	0.4	-6	1.0
CC(C)CC(=O)N1CC(=O)Nc2ccc(Cl)cc2C1c1ccccc1 (stereo unspecified)	8	0.3	8	-1.0
CCOC(=O)C1(Cc2ccccc2Cl)CCN(C(=O)CCn2cnnn2)CC1	-46	0.0	-1	0.5
NC(=O)c1ccc(N2CCN(c3ccc(O)cc3)CC2)c([N+](=O)[O-])c1	-24	0.1	3	0.3
CCOC(=O)Cc1csc(NC(=O)COc2ccc(Oc3ccc(C)cc3)cc2)n1	14	0.0	8	1.7
CC1C(=O)CC(c2ccccc2)NC1c1ccccc1 (stereo unspecified)	-5	-0.1	-11	-0.1

In another format: 2 of the compounds above.
CC1C(=O)CC(c2ccccc2)NC1c1ccccc1 (stereo unspecified)
  TEAD-YAP inh: -5
  FBW7 act: -0.1
  MITF inh: -11
  GPR151 ag: -0.1
CC(C)CC(=O)N1CC(=O)Nc2ccc(Cl)cc2C1c1ccccc1 (stereo unspecified)
  TEAD-YAP inh: 8
  FBW7 act: 0.3
  MITF inh: 8
  GPR151 ag: -1.0

Further results:
SMILES	TEAD-YAP inh	FBW7 act	MITF inh	GPR151 ag
CCOc1ccc2cc(C3CC(c4ccc(C)cc4)=NN3C(C)=O)c(=O)[nH]c2c1 (stereo unspecified)	0	0.0	-4	-0.9
Cn1cccc1CN1CCN(C(=O)c2ccc(-c3ccccc3)cc2)CC1	-6	0.0	33	1.3
CN1CCN(CCOc2ccccc2)CC1	-1	0.0	4	-1.1
Cc1cc(OCC(=O)NNC(=O)c2cccc(O)c2)cc(C)c1Cl	-2	0.0	16	-1.0
Cc1ccc2c(c1)-c1c(cnn1CC(=O)Nc1ccc3c(C)cc(=O)oc3c1)CO2	49*	1.2	13	-0.7
CC(C)S(=O)(=O)N1CCC(C(=O)NC(c2ccc(Cl)cc2)c2ccsc2)CC1 (stereo unspecified)	6	0.1	-2	0.3
O=C(Cc1cccs1)NCc1cccc(F)c1	-27	-0.1	3	1.5
CCNc1nc(NCCc2ccc(O)cc2)c2ncn(Cc3ccc(C(F)(F)F)cc3)c2n1	11	0.3	5	-1.0
CCc1ccc2cc(C#N)c(N3CCC(O)CC3)nc2c1	2	0.1	8	-0.7
COc1ccc2c3c1C(=O)C(=O)N3C(C)(C)C=C2C	6	-0.3	21	1.1
CC(C)(C)n1nnnc1C(c1cccc(C#N)c1)N1CCN2CCCC2C1 (stereo unspecified)	0	-0.3	-1	0.7
CC(=O)CSc1ncnc2sccc12	-1	-0.4	-2	4.7
Cc1ccccc1OCC(=O)Nc1ccc(Oc2ccc(NC(=O)COc3ccccc3C)cc2)cc1	4	-0.1	3	0.5
Cc1nnc(NS(=O)(=O)Cc2ccccc2)s1	5	-0.1	-5	-0.2
COc1ccc(C(=O)N/C(=C\c2cccs2)C(=O)N2CCN(C)CC2)cc1OC	-4	-0.1	5	0.2
Cc1cccc(NS(=O)(=O)c2csc(C(N)=O)c2)c1C	5	-0.1	-10	-0.5
CCCCc1ccc(NS(=O)(=O)c2c(N)n(C)c(=O)n(C)c2=O)cc1	-7	0.0	2	-2.0
CCc1nc(C)cn1S(=O)(=O)c1c(C)cc(C)cc1C	3	-0.1	13	-0.4
O=C(Nc1ccccc1-c1nc2ccccc2[nH]1)c1ccc(S(=O)(=O)N2CCCCC2)cc1	4	0.1	-3	2.3
O=C(CCc1nnc(CCc2c[nH]c3ccccc23)o1)N1CCN(CC2CC2)CC1	7	-0.1	-7	0.1
COC(=O)C1=C(C)N(c2ccccc2Cl)C(=O)/C1=C\c1ccccc1O	-18	-0.2	5	1.3
COc1ccc(OCC(=O)Nc2nc3ccc(C)cc3s2)cc1	-5	-0.2	-8	-0.3
COc1ccc(Cn2c(SCc3ccccc3Cl)nc3ccsc3c2=O)cc1	-9	0.2	5	-0.8
CC1=CC2C(CC1COC(=O)CN1CCCCC1)C2(C)C (stereo unspecified)	3	0.5	-28	-0.2
CCOc1ccc(CSCCN=C(N)N)cc1	7	-0.1	0	-0.4
COc1cccc(C=C2C(=O)N(C)C(=S)N(C)C2=O)c1OC	-1	-0.2	-20	-1.6
COCCCNC(=O)c1ccc(Sc2ccc(C)cc2)c(N)c1	-9	0.4	5	0.2
CC(=O)Oc1ccc(-c2csc(NCc3ccccc3)n2)cc1	-23	0.0	9	-1.6
COC(=O)Nc1ccc(Cl)cn1	-5	0.0	-1	0.8
CC(C)CCNC(=O)COc1ccc2c(c1)C(=O)CC(C)(C)O2	-32	0.1	4	0.7
CCCCOc1ccc(NS(=O)(=O)c2c(C)[nH]c(=O)[nH]c2=O)cc1	11	-0.1	21	-0.6
CCSc1ccc(C(=O)N2CCN(c3nc4c(OC)cccc4s3)CC2)cc1	5	-0.1	6	1.4
O=C(CSc1n[nH]c(-c2ccncc2)n1)Nc1ccc(I)cc1	12	0.8	1	0.0
COc1ccc(CN2CCN(S(=O)(=O)c3ccc(F)cc3)CC2)cc1OCc1ccccc1	17	-0.2	36	-0.2
CCOC(=O)C1=C(C)N=C(SC)N(C(C)=O)C1c1ccccc1 (stereo unspecified)	12	0.4	-1	0.7
CCC(=O)Nc1c2c(nn1C(C)(C)C)CS(=O)(=O)C2	4	-0.1	-5	2.2
CCCCOc1ccc(C2NC(=O)NC(C)=C2C(=O)OCC)cc1 (stereo unspecified)	4	-0.1	12	-0.3
CCCCCCCN1C(=O)C(=O)c2ccccc21	-7	-0.3	10	2.6
COc1cccc(OC)c1C(=O)NCc1ccco1	3	-0.1	-2	0.3
Cc1cc(C)c(S(=O)(=O)N2CCC(C(=O)O)CC2)c(C)c1	15	0.1	7	0.8
Brc1ccc(C2Nc3cccc4cccc(c34)N2)o1	8	0.0	6	0.6
CCC(C(=O)Nc1c2c(nn1-c1ccc(F)cc1)CSC2)c1ccccc1 (stereo unspecified)	-3	-0.2	-23	0.3
CCCN(C)C(=O)c1cnc2sccn2c1=O	0	-0.4	-4	-0.8
Cn1cc(CNC(=O)C2CC(Cc3ccccc3)=NO2)cn1 (stereo unspecified)	-5	-0.3	-2	0.2
COC(=O)CNC(=O)COC(=O)c1cc(C(=O)OC)cc([N+](=O)[O-])c1	8	-0.1	6	-1.1
CCOc1ccccc1Nc1nc(-c2ccccc2)cs1	-2	0.0	10	-0.2
Cc1ccc([N+](=O)[O-])cc1S(=O)(=O)N(Cc1ccco1)CC1CCCO1 (stereo unspecified)	7	0.0	22	0.7
O=C1C(=O)N(c2ncccn2)C(c2cccc(F)c2)/C1=C(\O)c1ccccc1 (stereo unspecified)	1	0.1	12	0.7
COc1cc(C2C(C#N)=C(N)Oc3n[nH]c(C)c32)cc(OC)c1O (stereo unspecified)	-2	-0.1	-4	0.0
CCN(CC)S(=O)(=O)c1cc([N+](=O)[O-])ccc1N1CCN(CCO)CC1	-7	-0.1	5	1.9
COc1cccc(C2C=C(c3ccc(C)cc3)Nc3nnnn32)c1 (stereo unspecified)	32*	0.0	4	-0.4
CC(=O)Oc1ccc2c(=O)c(Oc3ccccc3F)c(C)oc2c1	-3	-0.3	13	2.6
CCOC(=O)Nc1nnc(-c2cccc([N+](=O)[O-])c2)s1	-4	-0.2	2	2.5
CC(=O)OC(OC(C)=O)C12C=CC(O1)C1C(=O)NC(=O)C12 (stereo unspecified)	2	0.2	-3	0.3
O=C(NOC(=O)c1ccc(F)cc1)c1ccc(OC(F)F)cc1	-9	-0.4	7	1.0
Cn1cc(I)c(C(=O)NNC(=S)NCc2ccco2)n1	0	0.3	17	-1.0
CCOC(=O)c1c(NC(=O)CSc2nnc(CNC(=O)c3cc(OC)cc(OC)c3)n2-c2ccccc2OC)sc2c1CCCC2	-2	0.0	5	-0.3
N#C/C(=C/Nc1ccccc1)c1nc(-c2ccc([N+](=O)[O-])cc2)cs1	1	0.7	4	-1.5
COc1ccc(S(=O)(=O)Nc2c(C)n(C)n(-c3ccccc3)c2=O)cc1Cl	7	0.0	15	-0.9
Cn1ccnc1C(=O)c1cc(=S)[nH]c2ccccc12	-12	0.0	-12	0.4

Exported comma-delimited: part of the list above.
Structure,TEAD-YAP inh,FBW7 act,MITF inh,GPR151 ag
CCOc1ccccc1Nc1nc(-c2ccccc2)cs1,-2,0.0,10,-0.2
N#C/C(=C/Nc1ccccc1)c1nc(-c2ccc([N+](=O)[O-])cc2)cs1,1,0.7,4,-1.5
